NR2F2 inh – inhibitors of human COUP-TFII (NR2F2); HEK293T NGFI-A luciferase reporter, luminescence; 0.7% of 370,000 active; inhibition, % at 8.6 µM; P24468;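 active means inhibition above a per-plate cutoff, mean inhibition of test wells between control levels plus 3 SD, cut at about 38% in these data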;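 further: cells cotransfected with COUP-TFII expression vector driving the NGFI-A reporter; 0% = median of COUP-TF2 test wells and 100% = reporter-only cells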
Target sequence (P24468 whole entry, looked up): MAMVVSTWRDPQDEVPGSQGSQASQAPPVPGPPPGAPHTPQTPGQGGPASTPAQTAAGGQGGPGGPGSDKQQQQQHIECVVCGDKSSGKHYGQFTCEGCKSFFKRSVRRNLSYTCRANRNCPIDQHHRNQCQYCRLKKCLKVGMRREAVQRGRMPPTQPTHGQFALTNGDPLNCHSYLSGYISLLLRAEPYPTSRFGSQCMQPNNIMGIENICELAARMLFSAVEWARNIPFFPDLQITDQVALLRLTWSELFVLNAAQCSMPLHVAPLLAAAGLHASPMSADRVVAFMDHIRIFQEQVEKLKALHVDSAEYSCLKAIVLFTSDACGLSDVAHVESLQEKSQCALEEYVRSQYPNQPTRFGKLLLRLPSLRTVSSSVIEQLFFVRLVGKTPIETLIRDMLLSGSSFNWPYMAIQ
Active calls of the source: *. The list is partial. The share of hits here may be higher or lower than overall.

SMILES	NR2F2 inh
O=c1c2ccccc2n(Cc2ccccc2)n1[C@@H](Cc1ccccc1)Cn1cc(-c2ccc(-c3ccccc3)cc2)nn1	9
CCN(C(=O)[C@@H]1CC(=O)O[C@@H]1c1ccccc1)c1ccccc1	4
Cc1ccccc1C(=O)n1ccc2ccc(-c3ccc4ccn(Cc5ccccc5)c4c3)cc21	-19
CC(=O)Nc1nc2ncccn2c1-c1ccc(C(F)(F)F)cc1	5
O=C(Nc1cccc(Cl)c1)OC1CC2CC1[C@H]1CCCCN1[C@H]2Cc1ccccc1 (some centres undefined)	15
Cc1c[nH]c2cccc(-c3c(Cl)cccc3Cl)c12	-18
Fc1ccc2nc(-c3ccc(CN4CCC5(CC4)CNc4ccccc45)cc3)c(-c3ccccc3)nc2c1	0
CCOC(=O)C1=NOC(C(=O)NCCO)(C(=O)C2CC2)C1 (centres undefined)	-3
C[C@H]1C(C(=O)N(C)C2CCCCC2)=Cc2c(n(-c3ccc(F)cc3)c(=O)n2CCCOc2ccccc2)C=C1c1ccccc1	-12
COC(=O)C1=C(C)N(Cc2ccc(Cl)cc2)C(=S)NC1c1ccc(Br)cc1 (centres undefined)	8

Look-ups from above.
NR2F2 inh result of CC(=O)Nc1nc2ncccn2c1-c1ccc(C(F)(F)F)cc1 stands at 5
NR2F2 inh result of CCOC(=O)C1=NOC(C(=O)NCCO)(C(=O)C2CC2)C1 (centres undefined) stands at -3

Further compounds
SMILES	NR2F2 inh
CCCc1ccc2c(C)cccc2n1	2
O=C1c2ccccc2C(=O)C12OC(c1ccccc1)C1(C(=O)c3ccccc3C1=O)C2c1cccc([N+](=O)[O-])c1 (centres undefined)	17
CCN(CC)C(=O)CC[C@H]1CC[C@]2(CCCN(c3ccccc3)C2)O1	4
CCCCCCCCN1C(=O)[C@@H](CC(=O)N2CCC(c3ccccc3)CC2)C[C@@]2(C(=O)OC)C1=C[C@H](C(C)C)O[C@@H]2C1CC1	34
Cc1ccc(C(=O)C2=C(O)C(=O)N(Cc3cccnc3)C2c2cccc(Oc3ccccc3)c2)o1 (centres undefined)	-6
C=CCCC(=O)N1CCC(C(=O)NCC2COc3ccccc3O2)CC1 (centres undefined)	-7
C=CCN=Cc1sc2ccc(OCC)cc2c1O	-43
CC(NCc1ccco1)C(=O)N1CCN(Cc2ccccc2F)CC1 (centres undefined)	-4
CC(C)(C)c1ccc(-c2noc(CCC(=O)NC3CC3)n2)cc1	56*
CCCC[C@H]1C2CC(OC(=O)NCCCC(=O)OCC)C(C2)[C@H]2CCCCN21 (some centres undefined)	8
C=CCN=C1NC(CCc2ccccc2)C(C(=O)OC)=C(C)N1Cc1ccccc1C(F)(F)F (centres undefined)	-12
CCOC(=O)[C@]12CCCC=C1N(CCCOC)C(=O)[C@@H]2CC(=O)N1CCN(C(=O)C2CC2)CC1	19
O=C(Cc1cc(=O)[nH][nH]1)N/N=C/c1ccccc1C(F)(F)F	0
COC(=O)c1cc(NC(=O)NC2CCCCN(Cc3ccc(Cl)cc3)C2=O)cc(C(=O)OC)c1 (centres undefined)	-16
FC(F)(F)c1ccc(Cn2ccc3ccc(-c4ccc5ccn(Cc6ccccc6)c5c4)cc32)cc1	-7
CN(C(=O)[C@@H](Cc1ccccc1)NC(=O)[C@H]1O[C@@H](n2ccc(=O)[nH]c2=O)[C@H](O)[C@@H]1O)C1CCCCC1	-5
Cc1c(NS(=O)(=O)c2cc3c(cc2Br)CCN3C(=O)C2CC2)c(=O)n(-c2ccccc2)n1C	-8
Cc1ccccc1N=Nc1c(N)[nH]n(-c2ccccc2)c1=O	-50
CCOC(=O)[C@@]12CCC3=C1N(CCC3)C(=O)[C@H](CC(=O)N1CCOCC1)C2	3
O=C1NC(Cc2ccccc2)c2nc3ccc(Cl)cc3c(=O)n2-c2cc(Cl)ccc21 (centres undefined)	7
COC(=O)[C@]12CCCCC=C1N(Cc1ccc(OC)cc1)C(=O)[C@@H]2CC(=O)NCCCN1CCCC1=O	-5
Cc1ccc(-c2nc3ncccn3c2NC(=O)Nc2ccc(F)cc2)cc1	-5
Cc1ccccc1S(=O)(=O)N1CCC(c2nc3ccccc3o2)CC1	-11
Cc1ccc(-n2c(COc3ccccc3)nnc2SCC(=O)Nc2ccc3c(c2)OCCO3)cc1	10
CCCCOc1cccc(C(=O)NCCc2ccccc2-c2ccccc2CCC(=O)NCc2ccccc2)c1	6
O=S1(=O)c2c(cccc2N2CCSCC2)Oc2ccccc2CN1Cc1cn(Cc2cccc(C(F)(F)F)c2)nn1	0
CCCCCCC12Cc3cc(OC)c(OC)cc3C(O1)c1c(cc(C)oc1=O)O2 (centres undefined)	-1
CCN(CC)CCSc1nc2ccccc2c(=S)n1-c1ccccc1	-3
CSc1ccc(C=Nn2c(-c3cc(C)[nH]n3)n[nH]c2=S)cc1	-4
O=C1C(=O)N(Cc2ccc(-c3ccccc3)cc2)c2ccc(OC(F)(F)F)cc21	-23

Structures above printed as active in NR2F2 inh:
SMILES	NR2F2 inh
CC(C)(C)c1ccc(-c2noc(CCC(=O)NC3CC3)n2)cc1	56*

Further compounds:
SMILES	NR2F2 inh
O=[N+]([O-])c1cncc2[nH]cnc12	-8
O=C(NCCc1ccccc1)OCc1cn(Cc2cc(F)ccc2F)nn1	5
Cc1ccc([C@H]2C[C@]34CNS(=O)(=O)[C@H]3C[C@H]2O4)cc1	10
O=[N+]([O-])c1cccc(NC(=S)Nc2nc(-c3ccc(Cl)cc3Cl)cs2)c1	14
CCC(C)Nc1nc(C)nc2c1nnn2Cc1ccccc1 (centres undefined)	-1
COc1ccc(Cc2c(C3CCCCC3)nc3ccc(C)cn23)c(C)c1	-9
CCCc1nc2c(C)cc(Br)cn2c1Cc1cccc(Cl)c1	-5
COc1ccc(S(=O)(=O)Nc2cc(Sc3ncn[nH]3)c(O)c3ccccc23)cc1	67*
CC(NCc1ccco1)C(=O)N1CCCCC1 (centres undefined)	4
O=C(N[C@H](C(=O)N1CCC[C@H]1C(=O)NCCc1ccccc1Cl)c1ccccc1)c1ccc(Cl)c(Cl)c1	11
C/C=C/C=C/C(=O)N1C[C@H](C)N(C)C[C@H]1C	16
CCCCCCCCN1C(=O)[C@@H](CC(=O)N2CCN(C(=O)C3CC3)CC2)C[C@@]2(C(=O)OC)C1=C[C@H](COCc1ccccc1)O[C@@H]2C	0
C/C(=N/NC(=O)C(=O)N/N=C(/C)c1ccccc1)c1ccccc1	13
c1ccc(-c2cc(-c3nnc4sc(Cc5cccs5)nn34)[nH]n2)cc1	-16
CC(C)OC(=O)C1=CNCC(C)(C)c2c1[nH]c1cc(F)ccc21	-3
CC(C)c1nnc(NC(=O)c2nc(S(=O)(=O)Cc3ccccc3F)ncc2Cl)s1	2
O=C(OCCCCSc1nnc(-c2cccc3ccccc23)o1)c1ccc(F)cc1	-9
NC(=S)Nc1nc2ccccc2[nH]c1=O	-7
COC1=C[C@H](C(=O)NC2CCN(Cc3ccccc3)CC2)[C@@]2(C)Cc3ccccc3[C@H]2CC1=O	-23
COC(=O)C(CC(C)C)N(Cc1ccc(Br)cc1)S(=O)(=O)CCl (centres undefined)	3
COC(=O)[C@@]12CCCCC=C1N(CCc1ccc(Cl)cc1)C(=O)[C@H]2CC(=O)NCc1ccc(C)o1	9
C[C@@H](C(=O)NCc1ccc(S(C)(=O)=O)cc1)[C@H]1C[C@]1(C)[C@H](NC(=O)OCc1ccccc1)c1ccccc1	6
CC(=O)C1=C(C)N(Cc2ccc(F)cc2)C(=S)NC1c1ccc(Cl)cc1 (centres undefined)	-2
CCOC(=O)[C@]12CCCCC/C=C\1N(CCc1ccc(Cl)cc1)C(=O)[C@H]2CC(=O)N1CCC(c2ccccc2)CC1	17
N#Cc1ccc(-c2nc3cc(C#N)c(C#N)cc3nc2-c2ccccc2)cc1C#N	-4
FC(F)(F)c1ccc(CN2C[C@@H]3C(c4ccc(Cl)nc4)C4(c5cccnc5)CC3(C4)[C@H]2c2ccccc2)cc1 (some centres undefined)	11
CC(C)Oc1ccc(-c2csc(N3CCC(C(N)=O)CC3)n2)cc1	-10
CS(=O)(=O)N1CCC[C@]2(CC[C@H](CCC#N)O2)C1	-13
C[C@H](O)[C@@H]1C(=O)N2CCc3c([nH]c4ccccc34)[C@@H]2C[C@@H]1N(C)C(=O)OCc1ccccc1	-6
C#CCOCCOCCOCCNc1nc(N2CCN(C(=O)[C@H](CCCCN)n3cc([C@@H](N)CC(C)C)nn3)CC2)nc(N2CCN(C(=O)[C@H](Cc3cc4ccccc4[nH]3)n3cc([C@@H](N)CC(C)C)nn3)CC2)n1	-26
CCCCN1CCN(C(=O)C2CCCN(C(=O)c3ccc4c(c3)NC(=O)CS4)C2)CC1 (centres undefined)	-21
C=CCCC(=O)N[C@H]1CC[C@@]23CCCN2C(=O)CCC[C@H]3[C@H]1C	-2
C=CS(=O)c1sc(Cl)c(N2CCOCC2)c1[N+](=O)[O-] (centres undefined)	-3
CC1CCCC(NC(=O)c2cn(C)c3ccc(S(=O)(=O)N4CCCC4)cc3c2=O)C1C (centres undefined)	-5
CN(C)[C@@H]1CCN(c2ccc3c(c2)O[C@@H]2CCN(C2)S3(=O)=O)C1	-7
CCOC(=O)NC[C@@]1(C(=O)OC)CC(=O)N(C)[C@@H]1c1ccccc1	-18
O=C(Nc1cccc(C(F)(F)F)c1)O[C@@H]1CC[C@@]23CCCN2C(=O)CCC[C@H]3C1	-13
O=C(N[C@H](C(=O)N1CCC[C@H]1C(=O)NCc1ccccc1)C1CCCCC1)c1ccccc1	-10
COc1ccc(NC(=O)CSc2nc(C)cc(=O)[nH]2)cc1OC	7
COc1ccc(S(=O)(=O)NCC(=O)N2CCN(c3ccccn3)CC2)c(OC)c1	-12

6 structures out of the list, arranged by number of heavy atoms, largest number first:
SMILES	NR2F2 inh
O=C(N[C@H](C(=O)N1CCC[C@H]1C(=O)NCc1ccccc1)C1CCCCC1)c1ccccc1	-10
CC1CCCC(NC(=O)c2cn(C)c3ccc(S(=O)(=O)N4CCCC4)cc3c2=O)C1C (centres undefined)	-5
COc1ccc(S(=O)(=O)NCC(=O)N2CCN(c3ccccn3)CC2)c(OC)c1	-12
CCOC(=O)NC[C@@]1(C(=O)OC)CC(=O)N(C)[C@@H]1c1ccccc1	-18
COc1ccc(NC(=O)CSc2nc(C)cc(=O)[nH]2)cc1OC	7
C=CS(=O)c1sc(Cl)c(N2CCOCC2)c1[N+](=O)[O-] (centres undefined)	-3

(list continues)
SMILES	NR2F2 inh
CCOC(=O)C(C)c1c(C(=O)c2ccc(C)nc2)c2ccccc2n1C (centres undefined)	5
COC(=O)C1=C(C)N(Cc2ccccc2C(F)(F)F)C(=NCc2ccc(C(F)(F)F)cc2)NC1c1ccccc1 (centres undefined)	16
O=C(Nc1ccc(Br)cc1)OCCCN1CCC2(CCCCC2)C1=O	29
N#CCC[C@H]1CC[C@]2(CCCN(C(=O)c3ccno3)C2)O1	-17
COc1ccc(S[C@]2(C(=O)N(C)C)CC(=O)N[C@@H]2c2ccc(OC)cc2)cc1	-24
Cc1ccc(OCC(C)CN2CCC(C(O)(c3ccccc3)c3ccccc3)CC2)cc1 (centres undefined)	6
COC(=O)N1C[C@H](Oc2cccc3ccccc23)[C@H]2C[C@@H]1c1ccccc1O2	-8
COc1ccc(S[C@]2(C(=O)N3CCCC3)CC(=O)N(S(=O)(=O)c3ccc(F)cc3)[C@@H]2c2ccc(OC)cc2)cc1	14
O=C(O)CCCC(=O)OCCCc1cc2ccccc2c(=O)o1	-8
COCc1[nH]nc2c1C(c1ccccc1)N(Cc1ccccc1)C2=O (centres undefined)	6
Cc1cc(O)cc(=O)n1-c1cccc([N+](=O)[O-])c1	10
N#CCC(=O)N/N=C/c1cc(-c2ccccc2)n(-c2ccc(Cl)cc2)c1-c1ccccc1	-4
CCCCN1CCS(=O)(=O)N(Cc2ccc(Cl)cc2)C(C(=O)OC)C1 (centres undefined)	2
C[C@H]1[C@@H](c2ccccc2)Oc2ccc(Cl)cc2S(=O)(=O)N1Cc1cccc(F)c1	9
CCOC(=O)C1CCN(C(=O)C(C)(C)NC(=O)Nc2ccc(N(C)C)cc2)CC1	-4
CCCCN1CN(S(=O)(=O)c2cccs2)c2nc3ccccc3nc21	1
Cc1nc(N2CCN(C(=O)C3CC3)CC2)c2c3c(sc2n1)CC(C)CC3 (centres undefined)	17

Screening results from PubChem BioAssay.
